Mtb BioA inh: inhibitors of Mycobacterium tuberculosis BioA enzyme. purified M. tuberculosis BioA enzyme, plate reader. inhibition, % at 9.99 µM. actives 0.096% (n = 360,000). AID 602481; in the data active = inhibition above about 40%
Yp Topo-I inh: Y. pestis Topo-I inhibition via cleavage products; Y. pestis Topo-I cleavage product accumulation, plate reader; activity, % at 10 µM; actives 0.064% (n = 360,000); in the data active = activity above about 50%, passing the limit was not always enough; note: inactives centre near 2
TcdB GH inh: blocks C. difficile toxin B glycohydrolase activity | actives 0.24% (n = 350,000) | inhibition, % at 9.99 µM | TcdB glycohydrolase enzymatic assay, plate reader; in the data active = inhibition above about 10%
UGM FP inh: Mtb UDP-galactopyranose mutase inhibition | purified UGM, fluorescence polarization probe displacement | inhibition, % at 10 µM | actives 0.06% (n = 320,000) | AID 504406; in the data active = inhibition above about 10%, passing the limit was not always enough
BH1578 lux ind: quorum light induction in luxS cqsA deficient V. cholerae; V. cholerae BH1578 lux reporter, luminescence, 6 h; AID 588436; activation, % at 18.7 µM; actives 0.16% (n = 350,000); in the data active = activation mostly above about 9.7%, no sharp cut-off; note: not every result past the cut was called active; inactives centre near 0; reference of the scale not given here
PfHsp40 yeast: restores yeast growth despite PfHsp40 toxicity. S. cerevisiae expressing PfHsp40, growth rescue, ATP luminescence. actives 0.68% (n = 340,000). growth rescue, % at 12.5 µM. AID 504582; in the data active = growth rescue above about 28%, passing the limit was not always enough;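 note: yeast W303a lacking pdr1 and pdr3 grown in galactose medium; growth measured after three days at 30 °C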
Mtb FBA inh: Mtb fructose-bisphosphate aldolase inhibition | purified M. tuberculosis FBA, fluorescence read-out | actives 2.3% (n = 360,000) | inhibition, % at 1 µM | AID 588726; in the data active = inhibition above about 27%;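 note: 0% = vehicle and 100% = reference inhibitor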
GDH-TPI counter: counter-screen for M. tuberculosis FBA inhibitors: GDH-TPI coupled enzymes; GDH-TPI coupled enzyme counterscreen, NADH absorbance; AID 588335; inhibition, % at 4.8 µM; actives 1.2% (n = 360,000); in the data active = inhibition above about 30%;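 note: 0% = DMSO wells and 100% = wells lacking the enzyme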
FadD28 binding: inhibitors of Mycobacterium tuberculosis FadD28 bisubstrate binding. FadD28 bisubstrate probe binding, fluorescence polarization. inhibition, % at 12.5 µM. actives 0.22% (n = 360,000). AID 588549; in the data active = inhibition above about 8.5%, passing the limit was not always enough
The depositor's hits bear a star; i = inactive; x = not tested or not shown; + = active, no number; & = joins results of further samples.

SMILES	Mtb BioA inh	Yp Topo-I inh	TcdB GH inh	UGM FP inh	BH1578 lux ind	PfHsp40 yeast	Mtb FBA inh	GDH-TPI counter	FadD28 binding
O=[N+]([O-])c1ccc(-c2ccc(/C=N/Nc3nc(N4CCCCC4)nc(N4CCCCC4)n3)o2)cc1	x	-5	-0.3	x	0.7	-0.3	-1	-9	-2.5
Cc1cc(C(=O)OCC(=O)Nc2cc(Cl)ccc2C)c(C)o1	0.6	8	-1.2	-0.9	12	-1.1	-2	-4	-0.7
O=C(CCCN1C(=O)/C(=C/c2cccs2)SC1=S)Nc1cccc(C(=O)O)c1	x	11	-1.7	-0.5	i	-1.4	-2	10	-3.6
CCCOc1ccc(CCC(=O)O)cc1	x	-1	1.4	0.3	i	-0.8	-4	0	-0.9
CCN(CC)CCn1c2c(c(SCC(=O)Nc3nc(C)cs3)nc1=O)CCC2	0.0	-7	-1.8	-0.7	i	-1.3	-1	-7	-4.1
Cc1ccc(CN2C(=O)C(Cc3ccccc3)Nc3ncnc(N4CCCCC4)c32)cc1 (stereo not drawn)	-2.7&1.1	8	0.2&1.3	-1.0	i	-1.0	0&4	4	-3.8&-0.9
CCCCNCCS(=O)(=O)NCc1ccccc1OC	-2.9	-2	0.4	x	-0.7	-0.7	3	-1	-0.3
Cc1c(Br)c(C(F)(F)F)nn1CC(=O)NCc1ccccc1	0.0	0	x	2.7	1.8	0.0	2	-12	-5.8
Oc1ccc(Br)cc1-c1nc2cnccn2c1NC1CCCCC1	0.7	10	2.1	1.4	i	94*	2	7	-14
Cc1ccccc1NC(=O)COC(=O)Cc1cccc(C(F)(F)F)c1	-0.3	-5	x	0.7	-0.4	-0.2	-1	2	-1.1

Single records (already shown).
Shown for Cc1cc(C(=O)OCC(=O)Nc2cc(Cl)ccc2C)c(C)o1 → Mtb BioA inh = 0.6; Yp Topo-I inh = 8; TcdB GH inh = -1.2; UGM FP inh = -0.9; BH1578 lux ind = 12; PfHsp40 yeast = -1.1; Mtb FBA inh = -2; GDH-TPI counter = -4; FadD28 binding = -0.7
Shown for O=C(CCCN1C(=O)/C(=C/c2cccs2)SC1=S)Nc1cccc(C(=O)O)c1 → Mtb BioA inh = x; Yp Topo-I inh = 11; TcdB GH inh = -1.7; UGM FP inh = -0.5; BH1578 lux ind = i; PfHsp40 yeast = -1.4; Mtb FBA inh = -2; GDH-TPI counter = 10; FadD28 binding = -3.6
Shown for CCCOc1ccc(CCC(=O)O)cc1 → Mtb BioA inh = x; Yp Topo-I inh = -1; TcdB GH inh = 1.4; UGM FP inh = 0.3; BH1578 lux ind = i; PfHsp40 yeast = -0.8; Mtb FBA inh = -4; GDH-TPI counter = 0; FadD28 binding = -0.9

Going on with the list:
SMILES	Mtb BioA inh	Yp Topo-I inh	TcdB GH inh	UGM FP inh	BH1578 lux ind	PfHsp40 yeast	Mtb FBA inh	GDH-TPI counter	FadD28 binding
Cc1ccc2nc(-c3ccc(Br)cc3)cn2c1	-2.1	-7	2.9	-1.4	i	4.2	5	11	-0.7
c1ccc2c(c1)Cn1nc(Cc3nc4c(s3)CCCC4)nc1-2	x	12	x	-2.2	-0.6	-1.3	4	2	-0.6
Cc1occc1C(=O)NNC(=O)C(c1ccccc1)c1ccccc1	-2.4	-4	x	1.0	i	-0.4	4	4	0.6
COc1ccc(CC(=O)Nc2ccc(S(=O)(=O)Nc3cc(C)on3)cc2)cc1	1.4	0	x	3.0	3.1	-0.6	1	0	-3.6
O=C(C1CN(C(=O)c2cc3ccccc3o2)c2ccccc2O1)N1CCCCC1 (stereo not drawn)	1.4	19	1.8	x	i	x	-2	13	-0.7
O=C(Nc1cccc(C(F)(F)F)c1)c1ccc2nc(N3C(=O)CCC3=O)sc2c1	-1.6	0	x	0.0	i	0.0	-1	-5	-4.8
COc1ccccc1NC(=S)N1CCC(c2nc3ccccc3o2)CC1	-3.8	8	1.2	1.0	i	1.7	2	7	0.1
CCOc1ccc(N(CC(=O)NC2CC3CCC2C3)S(=O)(=O)c2ccc(C)cc2)cc1 (stereo not drawn)	-0.6	35	-0.1	2.1	i	8.2	4	-1	-1.7
Cc1cc(C)n(CC(=O)NNC(=O)c2cccc(C(F)(F)F)c2)n1	-0.7	6	0.7	0.2	i	-1.6	0	-1	-1.0
OCc1nc2ccccc2n1CC(O)Cn1ccc2ccccc21 (stereo not drawn)	0.0	5	x	-1.4	-0.9	-0.1	3	5	-5.6
COc1ccccc1-c1ccc(SCc2ccccc2F)nn1	x	21	2.5	-1.1	-0.8	2.5	-2	4	-1.3
CCn1c(CC(=O)Nc2ccccc2F)nnc1SCC(=O)NC1=NCCS1	0.0	-5	1.0	x	i	x	-3	-3	-2.9
Cc1ccc(C)c(C(=O)C(C)Sc2nc3nn(-c4ccccc4)c(=O)c-3c3n2CCCCC3)c1 (stereo not drawn)	-1.7	3	0.0	-1.7	i	0.7	1	4	-0.8
CCn1c2ccccc2c2cc(NC(=O)COC(=O)Cc3cn4ccsc4n3)ccc21	-2.3	4	x	x	-0.4	-1.5	0	9	0.6
O=C(NCc1nc(-c2ccc(Cl)cc2)no1)c1ccc2c(c1)OCO2	0.3	9	0.0	-0.6	-0.1	2.2	0	-3	-0.3
NC(=O)c1cccc(NC(=O)Nc2ccc(Cl)cc2)c1	-0.7	-5	0.3	-1.4	i	0.0	3	6	1.2
Cc1cc(N2CCOCC2)n2nc(C)c(-c3ccccc3Cl)c2n1	3.4	2	-0.2	0.2	i	-1.4	5	9	-2.8
CCCCn1nnnc1SCC(=O)c1ccc(C)c(C)c1	0.3	52*	x	0.7	-6.7	1.4	0	-1	-4.9
COCCC(=O)N1CCC(Oc2ccc(C(=O)N(C)C(C)c3ccon3)cc2)CC1 (stereo not drawn)	-0.1	4	-1.2	1.4	i	-0.6	4	11	-4.2
COc1cc2c3c(n(C)c(=O)c2cc1OC)-c1cc2c(cc1C3=O)OCO2	x	-4	x	x	i	-0.5	-3	3	-3.3
CCN1CCc2c(OCC(=O)N3CCCc4ccccc43)cccc2C1=O	x	10	0.7	-2.1	2.8	-0.8	0	6	0.9
CN1C(=O)C(C)(C)c2cc(S(=O)(=O)NCc3ccc(C(=O)NCc4ccco4)cc3)ccc21	-0.7	2	0.3	2.4	-0.4	0.0	3	-1	0.9
Cc1ccc2cc(C=O)c(N(C)C)nc2c1	x	2	x	-0.3	-3.4	-1.3	6	15	-1.9
CC(=O)c1ccc(NC(=O)CSc2ccc(-c3sc(C)nc3C)nn2)cc1	-1.2	18	0.3	2.1	-3.4	-0.8	2	6	-2.4
Oc1c(Br)cc(/C=N/n2c(-c3ccccc3)n[nH]c2=S)cc1Br	19	3	1.2	-0.7	-1.2	-0.9	-1	31*	-3.5
COc1ccccc1C1CC(c2ccco2)=NN1c1ccccc1 (stereo not drawn)	x	-2	-0.9	-0.1	i	2.2	148*	12	-0.6
CC(=O)c1cnc2n(c1=O)CCS2	x	-3	0.1	0.7	-0.4	x	5	6	-0.5
Cc1ccc(S(=O)(=O)NC(=O)NC2=NC(C)(C)N(c3ccc(Cl)c(Cl)c3)C(N)=N2)cc1	6.0	x	1.3	x	x	x	2	x	-3.2
COc1ccccc1C(=O)NC(=O)COC(=O)Cn1cnc2c1c(=O)n(C)c(=O)n2C	x	1	-0.3	-0.4	-0.7	0.1	2	16	-1.4
Cn1c(NC(=O)c2ccc(Cl)cc2Cl)cc(=O)n(C)c1=O	-1.5	-2	3.4	2.3	-0.3	-1.4	-2	7	-2.5
CC(=O)c1ccc(NC(=O)C(C)Sc2nnc(-c3ccncc3)n2C2CC2)cc1 (stereo not drawn)	13	2	0.0	0.3	i	0.7	-1	3	-9.7
CSc1nc2c(c(C(F)(F)F)n1)CC(C)CC2 (stereo not drawn)	x	0	x	-1.7	i	-1.4	2	-5	-0.6
CNc1oc(/C=C/c2cccc(OC)c2)nc1C#N	4.7	7	x	-0.3	-0.6	2.0	+	28	0.8
O=c1oc2ccccc2cc1-c1nnc(NCc2ccco2)s1	x	7	x	1.3	-0.4	0.0	14	15	-0.3
O=C(Nc1ccc(OC(F)(F)F)cc1)Nc1cccc([N+](=O)[O-])c1	1.2	-21	x	-3.2	-0.3	0.2	0	-11	2.9
Cc1cc(C)nc(NC2=NCC(=O)N2c2ccccc2Br)n1	-0.8	9	0.3	0.1	-0.2	0.6	-2	-4	-4.2
COc1cc(N)c(Cl)cc1C(=O)OCC(=O)c1ccc2c(c1)NC(=O)CO2	1.0	12	1.5	-0.9	i	2.0	-3	4	-1.6
Cc1cn([C@H]2C[C@H](O)[C@@H](/C=C/C(=O)NCCc3ccc4c(c3)OCO4)O2)c(=O)[nH]c1=O	0.4	x	0.8	x	x	x	-1	x	-1.8
COCCNC(=O)C(c1ccc(C)cc1)N(C(=O)C(=O)NC1CCCC1)c1ccc2c(c1)OCCO2 (stereo not drawn)	x	-2	0.2	-1.4	0.9	0.0	0	-9	-1.6
O=C1NC(=O)C(=Cc2cccs2)C(=O)N1	-1.3	2	-8.9	x	i	-1.1	-2	5	-0.6
Oc1ccc2c3c1O[C@H]1c4[nH]c5ccccc5c4C[C@@]4(O)[C@@H](C2)N(CC2CC2)CC[C@]314	1.9	-6	0.3	-1.4	i	-1.3	3	13	-0.1
O=C(NC1=NCCS1)c1ccccc1F	-1.7	4	0.8	-2.5	i	x	3	2	-3.0
COc1cccc(-c2cnc3c(NC=O)cc(-c4cc(OC)c(OC)c(OC)c4)cn23)c1	1.2	42	1.0	x	i	x	3	-5	-3.3
CCC(C)c1ccc(S(=O)(=O)N2CCN(C(C)CC(=O)O)CC2)cc1 (stereo not drawn)	-2.4	-8	0.1	0.7	1.8	0.1	7	-6	-3.3
COc1ccc(N2CCN(C(=O)Nc3ccccc3Cl)CC2)cc1	x	-1	-0.3	1.1	i	0.8	-2	0	-0.6
COc1cccc(NCc2cc(=O)oc3cc(-c4ccccc4)c(O)cc23)c1	x	-10	x	-3.3	-0.2	-0.2	2	9	24*
COC(=O)c1ccccc1NC(=O)NC1CCCC1	x	1	0.2	0.4	-0.3	-1.1	18	-3	-2.9
COc1ccc(CN2C(=O)c3cccnc3C2=O)cc1S(=O)(=O)NCc1ccccc1	-1.2	-7	1.0	1.0	-0.2	-1.7	2	5	-0.8
CCC1(CC)C(=O)Nc2ccccc21	-1.7	-5	-6.1	1.2	-0.4	-1.0	5	6	0.3
Cc1c(C(N)=O)c(N)c(C(=O)c2ccccc2)n1-c1ccccc1	1.2	6	x	-0.2	-0.6	-0.9	-1	10	-4.3

Exported with values under each structure: part of the list above.
Every second line gives: Mtb BioA inh	Yp Topo-I inh	TcdB GH inh	UGM FP inh	BH1578 lux ind	PfHsp40 yeast	Mtb FBA inh	GDH-TPI counter	FadD28 binding
CNc1oc(/C=C/c2cccc(OC)c2)nc1C#N
    4.7	7	x	-0.3	-0.6	2.0	+	28	0.8
O=c1oc2ccccc2cc1-c1nnc(NCc2ccco2)s1
    x	7	x	1.3	-0.4	0.0	14	15	-0.3

Other compounds follow.
SMILES	Mtb BioA inh	Yp Topo-I inh	TcdB GH inh	UGM FP inh	BH1578 lux ind	PfHsp40 yeast	Mtb FBA inh	GDH-TPI counter	FadD28 binding
O=C1C(=C2CCc3ccccc32)Cc2ccccc21	-0.5	9	-0.4	x	-0.1	x	-1	25	-1.7
Cc1cc(S(=O)(=O)Nc2c(C)nn(C)c2C)c(Cl)cc1Cl	1.1	-8	0.1	-1.2	-0.7	-0.6	-4	24	-0.5
N#CC1=C(N)NC(SCc2ccccc2)=C(C#N)C12CCCCC2	3.4	2	x	1.0	-0.3	0.5	0	2	-2.2
O=S(=O)(c1cnc(Cl)c(Cl)c1)N1CCN(c2ncccn2)CC1	x	0	1.3	1.3	i	-1.2	2	4	-4.5
CCOC(=O)[C@@H]1[C@H]2COc3ccc(Br)cc3[C@@H]2N2C(=O)N(c3ccc(C)cc3)C(=O)[C@]12C	-1.1	-1	1.7	3.2	i	9.1	1	-5	-11
Cc1cccc(CSc2nc3ccccc3c(=O)n2C)c1	-1.0	17	1.8	2.6	i	2.0	0	2	-2.0
